# Screening results (PubChem BioAssay)
# TRb SRC2 PPI = inhibitors of human thyroid hormone receptor beta-SRC2 interaction; P10828; TRbeta-SRC2 peptide binding, fluorescence polarization; receptor liganded with 1 µM T3; Potency, µM (top dose mostly 106 µM), for inactives: top-dose activity change, negative = inhibition, actives largely listed as inhibitors; 280,000 compounds, 0.065% hits; AID 1469;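 note: plate controls were bound peptide for no effect and peptide without receptor for full effect; nearly all actives have a fitted effect of over 50% in size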
#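 Fluorescence polarization of 20 nM Texas Red SRC2 peptide with 0.6 uM human TRb ligand-binding domain, in Tris buffer with 1uM T3 and 5% DMSO. Incubated 5 hr ambient; normalized to unbound and bound controls.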
# Lamin A splicing = changes lamin A minigene splicing in HeLa cells. HeLa LMNA splicing GFP/RFP minigene ratio, 48 h. Potency, µM (titrated, usually from 46.1 µM), without a hit: at the highest dose ratio change, negative = inhibition, hits mostly inhibitors. AID 1487. 200,000 compounds, 0.01% hits; active = well fitted inhibition curve with a large enough effect in the signal ratio, with a control signal flat, not every such curve was filed as active; inconclusive = small, poorly fitted or top-dose-only effect, or effect the other way, or a change in a side signal; the % refers to the signal ratio; note: % is set by controls: 0 for no effect and ±100 for the full control effect
#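 Read-out is the ratio of GFP to DsRed2 object intensity, acquired by 488 nm laser-scanning cytometry on HeLa lamin A-EGFP minigene reporter cells. Compound incubation 48 hrs at 37 °C in Opti-MEM with 2% FBS; DMSO 0.5% final.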
# ALDH1A1 inh = inhibitors of human aldehyde dehydrogenase 1A1. 220,000 compounds, 7.3% hits. Purified ALDH1A1, NADH fluorescence, propionaldehyde substrate. Potency, µM (doses to about 75.3 µM), for the others: at the top dose activity, negative = inhibition, hits mostly inhibitors. P00352; active = well fitted inhibition curve with a large enough effect, not every such curve was filed as active; inconclusive = small, poorly fitted or top-dose-only effect, or another doubt; inactive = no such curve, though single readings can be large or run the other way;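 note: plate controls were no enzyme wells and a reference inhibitor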
# RECQ1 inh = RECQ1 (human) helicase inhibition; P46063; RECQ1 DNA unwinding, red fluorescence kinetic read; Potency, µM (doses to about 57.3 µM), inactives show top-dose activity, negative = inhibition, most hits filed as inhibitors; 240,000 compounds, 0.54% hits; AID 2549;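 note: plate controls were vehicle for no effect and no enzyme for full effect; nearly all actives have a fitted effect of over 30% in size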
# Target sequence (P46063 whole entry, looked up): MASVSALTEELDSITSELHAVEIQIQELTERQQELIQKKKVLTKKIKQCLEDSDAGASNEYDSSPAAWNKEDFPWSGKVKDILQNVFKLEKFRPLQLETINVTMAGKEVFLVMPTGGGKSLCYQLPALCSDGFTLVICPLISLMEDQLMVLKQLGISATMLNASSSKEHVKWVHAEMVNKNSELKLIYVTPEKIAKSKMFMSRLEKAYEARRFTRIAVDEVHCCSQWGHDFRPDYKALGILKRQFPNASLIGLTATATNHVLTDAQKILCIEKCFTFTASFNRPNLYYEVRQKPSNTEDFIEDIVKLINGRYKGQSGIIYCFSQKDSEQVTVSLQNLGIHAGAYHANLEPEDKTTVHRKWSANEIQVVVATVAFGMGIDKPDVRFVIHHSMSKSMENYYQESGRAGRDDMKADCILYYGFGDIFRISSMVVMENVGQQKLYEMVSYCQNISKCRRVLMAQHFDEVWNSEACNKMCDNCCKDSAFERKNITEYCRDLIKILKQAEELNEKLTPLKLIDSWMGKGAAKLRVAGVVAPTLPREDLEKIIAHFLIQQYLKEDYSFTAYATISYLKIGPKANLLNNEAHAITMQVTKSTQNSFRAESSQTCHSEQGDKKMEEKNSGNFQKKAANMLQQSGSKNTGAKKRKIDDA
#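 50 nM RECQ1T1 preincubated 15 min with compound in Tris pH 8.0 buffer with MgCl2, DTT, Tween-20 and 2.5 ug/ml poly(dI-dC); started with 200 nM TAMRA/BHQ-2 forked duplex and 2 mM ATP. Unwinding read as fluorescence (525/598 nm), two reads 2 h apart.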
# GoLoco inh red = inhibitors of human Gai1-RGS12 GoLoco interaction (red fluorophore) | P63096 | Gai1:RGS12 GoLoco peptide FP, rhodamine, 10 min | Potency, µM (top dose mostly 61.6 µM), without a hit: at the top dose activity, negative = inhibition, usual class: inhibitors | 230,000 compounds, 0.44% hits; active = well fitted inhibition curve with a large enough effect, not every such curve was filed as active; inactive = no such curve, though single readings can be large or run the other way; note: % is set by controls: 0 for no effect and ±100 for the full control effect; nearly all actives have a fitted effect of over 30% in size; many of its hits are not listed in these tables
# JMJD2E inh = JMJD2E (human) inhibition. B2RXH2. JMJD2E catalytic domain, FDH-coupled NADH fluorescence (FDH is formaldehyde dehydrogenase). Potency, µM (top dose mostly 57.1 µM), for the others: at the highest dose activity change, negative = inhibition, usual class: inhibitors. 230,000 compounds, 1.6% hits; active = well fitted inhibition curve with a large enough effect, not every such curve was filed as active; inconclusive = small, poorly fitted or top-dose-only effect, or another doubt; inactive = no such curve, though single readings can be large or run the other way;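 note: 0% = wells with enzyme and -100% = buffer wells without enzyme; nearly all actives have a fitted effect of over 50% in size; many of its hits are not listed in these tables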
# Target sequence (B2RXH2 1-337 limits assumed): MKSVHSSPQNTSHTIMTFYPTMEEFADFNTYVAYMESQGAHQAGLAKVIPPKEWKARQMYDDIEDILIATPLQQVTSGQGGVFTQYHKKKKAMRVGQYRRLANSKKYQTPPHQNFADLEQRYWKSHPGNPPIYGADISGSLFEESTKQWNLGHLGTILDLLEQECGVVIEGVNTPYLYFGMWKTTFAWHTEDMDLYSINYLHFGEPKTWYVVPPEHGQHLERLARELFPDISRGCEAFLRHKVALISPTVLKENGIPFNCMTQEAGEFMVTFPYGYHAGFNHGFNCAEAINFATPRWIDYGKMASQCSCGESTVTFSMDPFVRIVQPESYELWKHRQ
# SMN2 splice up = increases expression of the SMN2 splice variant | HEK293 SMN2-luciferase splicing reporter, luminescence, 30-36 h | 210,000 compounds, 2.8% hits | Potency, µM (doses to about 46.1 µM), without a hit: at the top dose activity change, positive = activation, usual class: activators | AID 1458; note: % of control where 0% means no effect; nearly all actives have a fitted effect of over 55% in size
#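 qHTS luciferase splicing reporter: luminescence rises when SMN2 exon 7 is included in transfected HEK293 cells. Compound exposure lasted 30-36 h at 37C, with 4.5 mM final sodium butyrate as control, followed by a ONE-Glo read.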
# TR SRC2 fluor cs = alters Texas Red total fluorescence, flagging assay interference; TRb/SRC2 Texas Red total fluorescence interference; Potency, µM (top dose mostly 106 µM), without a hit: at the top dose fluorescence change, negative = quenching; 280,000 compounds, 0.29% hits; AID 1479; active = well fitted curve in either direction with a large enough effect; inconclusive = small, poorly fitted or top-dose-only effect; note: % is set by controls: 0 for no effect and ±100 for the full control effect
#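 Human TRb ligand-binding domain at 0.6 uM with 20 nM Texas Red SRC2 peptide in Tris buffer containing 1 uM T3 and 5% DMSO, incubated with compound 5 h at ambient temperature. Total fluorescence (555/632 nm) calculated as parallel + 2 × perpendicular.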
# Numbers without * were called inactive; i = inactive; ? = inconclusive; nt = not tested or not shown; & = joins results of further samples; [ ] = another dose, or the depositor's remark. Unless noted, calls come from the whole dose curve; as a rule, active = well fitted curve in the direction sought with a large enough effect; inconclusive = small, poorly fitted or top-dose-only effect, or another doubt; inactive = no such curve, though single readings can be large; an effect the other way counts as inactive or inconclusive. Potency is the fitted concentration of half-maximal effect. Only part of the results is shown (hit frequency here may not be typical).
SMILES,TRb SRC2 PPI,Lamin A splicing,ALDH1A1 inh,RECQ1 inh,GoLoco inh red,JMJD2E inh,SMN2 splice up,TR SRC2 fluor cs
Cc1cc(C)c(-c2csc(NC(=O)c3n[nH]c(=O)c4ccccc34)n2)c(C)c1,-10%,?,10%,-4%,6%,11%,-4%,1%
Cc1ccc(S(=O)(=O)N/N=C\c2ccccc2OCc2ccccc2)cc1,-1%,?,0%,-9%,9%,3%,-5%,-3%
Cc1ccc(C23CC4CC(CC(CN)(C4)C2)C3)cc1,-1%,-14%[46 µM],3%,3%,-1%,7%,-25%,-1%
CN(C(=O)COC(=O)COc1ccc(Cl)cc1)C1CCCCC1,7%,9%,14%,i,-4%,2%,-15%,0%
Cc1cccc(N2CCN(C(=O)CCNC(=O)Cn3ccc4ccccc4c3=O)CC2)c1C,1%,?,-5%,-5%,9%,-6%,-7%,-3%
O=C(/C(=C/c1ccc(Cl)cc1)c1nc2ccccc2[nH]1)c1cccs1,-11%,?,?,i,28%,-1%,-75%[inhibitor],-5%
O=C(CSC1=NC2(CCCCC2)N=C1c1ccccc1)Nc1ccc2c(c1)OCCO2,9%,?,37%[activator],-8%,-10%,2%,-41%,-2%
COCCn1c(C)cc(/C=C2/NC(=O)N(Cc3ccc(C)cc3)C2=O)c1C,-2%,nt,nt,-9%,7%,?,nt,-4%
COC(=O)Nc1ccc(S(=O)(=O)NC2CCS(=O)(=O)C2)cc1 (stereo not given),4%,nt,nt,10%,-3%,-1%,nt,0%
CCN(CC)C(=O)CC(c1ccc(N(C)C)cc1)c1c(OC)cc(OC)c2ccc(=O)oc12 (stereo not given),0%&-6%,nt,nt,3%,-13%,-8%,nt,0%&-3%
CCCCNS(=O)(=O)c1ccc(NC(=O)c2cccs2)cc1,7%,?,4%,i,10%,-13%,3%,1%
O=C(CSc1nnc(-c2cccnc2)o1)NNC(=O)c1ccc(Br)cc1,-2%,nt,nt,-5%,6%,-5%,nt,-2%
Cc1ccccc1-c1nnc(NC(=O)c2ccc(N3C(=O)CCC3=O)cc2)s1,12%,1%,?,-13%,11%,?,-4%,-9%
COc1ccc(-c2ccc3c(N)c(C(=O)c4cccc(OC)c4)sc3n2)cc1,9%,5%,8%,-13%,10%,?,-32%,0%
Cn1c(N)c(C(=O)COC(=O)CSc2cccc3cccc(Cl)c23)c(=O)n(C)c1=O,-6%,11%[46 µM],-4%,i,16%,58%[activator],0%,0%
COc1ccc(C(=O)Nc2ccc3oc(-c4cccc(F)c4)nc3c2)cc1OC,-6%,3%,?,-14%,5%,?,-29%,7%
CCOC(=O)c1c(NC(=O)c2ccccc2)sc2c1CCc1ccccc1-2,-1%,-5%,?,-2%,-10%,?,-45%[inhibitor],-1%
Cc1cc(Nc2cccc(C)c2C)n2nc(C)nc2n1,-2%,5%,17%,-10%,-21%,-3%,3%,0%
O=C1NC(=S)N(C(=O)c2ccc(F)cc2)/C1=C/c1ccccc1,2%,13%,-8%,0%,60%[activator],-3%,-21%,9%
Cc1ccc2cc(C)c(N3CCN(c4ccccn4)CC3)nc2c1,0%,?,?,-7%,15%,?,nt,1%
O=C(Nc1ccccc1)Nc1sccc1-c1nc2ccccc2s1,6%,nt,nt,7%,37%[activator],?,nt,7%
O=C1c2ccccc2C(=O)N1CC1c2ccccc2CCN1S(=O)(=O)c1ccccc1 (stereo not given),-6%,-11%,-7%,-17%,4%,-9%,-22%,-7%
Cc1cccn2cc(CSc3ccccc3N)nc12,1%,1%,4%,i,8%,6%,?,-4%
Cc1nccn1-c1ncnc2sc3c(c12)CCCC3,3%,-3%,2%,-3%,-1%,1%,-4%,0%
O=C(NCCNC(=O)c1ccco1)c1ccc(F)cc1,7%,nt,13%,i,1%,-1%,-3%,0%
CCCCOC(=O)c1cc(Cl)c(O)c(OC)c1,-6%,nt,-4%,-11%,7%,-22%,nt,-2%
CCOc1cccc(C(=O)NCc2ccccc2)c1,0%,nt,1%,i,7%,1%,10%,-2%
CC(C)CCNC(=O)CN(C(=O)Cn1nnc(-c2ccc(F)cc2)n1)C1CCCC1,-8%,?,?,i,-11%,1%,3%,1%
O=C(c1ccccc1)N(Cc1cccnc1)C1(C(=O)Nc2ccccc2)CCCCC1,-1%,8%,1%,i,-10%,-2%,-5%,0%
C[C@H]1Cc2c(-c3ccccc3)nc3c(c2CO1)CN(C(=O)c1cccnc1)CC3,2%[11.2 µM],?,13%[13.5 µM],i[11.5 µM],3%[14.2 µM],6%[11.4 µM],4%[9.22 µM],-3%[11.2 µM]
FC(F)(F)c1ccccc1NC(=S)N1CCN(c2ccccn2)CC1,3%,nt,7%,i,7%,-18%,-54%[inhibitor],-1%
Fc1ccc(CNC(=S)Nc2cccc(C(F)(F)F)c2)cc1,-3%,?,-5%,-10%,-5%,-5%,-8%,-4%
C#CCSc1nnnn1-c1cccc(Cl)c1,-1%,nt,3%,10%,-2%,0%,nt,-3%
COc1ccc2c(c1)[nH]c1c(=O)n(Cc3ccccn3)cnc12,-3%,-8%,?,-5%,9%,?,8%,1%
COc1ccc([N+](=O)[O-])cc1NC(=O)CSc1ccccc1,2%,-5%,?,-4%,13%,-11%,-15%,1%
CCC(=O)Oc1ccc(C(=O)Nc2cccc(C(=O)NCC(C)C)c2)cc1,3%,-11%[46 µM],6%,2%,-16%,-12%,nt,1%

# Sorted by SMILES length (low to high): some entries from above
SMILES,TRb SRC2 PPI,Lamin A splicing,ALDH1A1 inh,RECQ1 inh,GoLoco inh red,JMJD2E inh,SMN2 splice up,TR SRC2 fluor cs
C#CCSc1nnnn1-c1cccc(Cl)c1,-1%,nt,3%,10%,-2%,0%,nt,-3%
Cc1cccn2cc(CSc3ccccc3N)nc12,1%,1%,4%,i,8%,6%,?,-4%
CCCCOC(=O)c1cc(Cl)c(O)c(OC)c1,-6%,nt,-4%,-11%,7%,-22%,nt,-2%
Cc1nccn1-c1ncnc2sc3c(c12)CCCC3,3%,-3%,2%,-3%,-1%,1%,-4%,0%
O=C(NCCNC(=O)c1ccco1)c1ccc(F)cc1,7%,nt,13%,i,1%,-1%,-3%,0%
O=C(Nc1ccccc1)Nc1sccc1-c1nc2ccccc2s1,6%,nt,nt,7%,37%[activator],?,nt,7%
Fc1ccc(CNC(=S)Nc2cccc(C(F)(F)F)c2)cc1,-3%,?,-5%,-10%,-5%,-5%,-8%,-4%
Cc1ccc2cc(C)c(N3CCN(c4ccccn4)CC3)nc2c1,0%,?,?,-7%,15%,?,nt,1%
COc1ccc([N+](=O)[O-])cc1NC(=O)CSc1ccccc1,2%,-5%,?,-4%,13%,-11%,-15%,1%
COc1ccc2c(c1)[nH]c1c(=O)n(Cc3ccccn3)cnc12,-3%,-8%,?,-5%,9%,?,8%,1%
CCC(=O)Oc1ccc(C(=O)Nc2cccc(C(=O)NCC(C)C)c2)cc1,3%,-11%[46 µM],6%,2%,-16%,-12%,nt,1%
O=C(c1ccccc1)N(Cc1cccnc1)C1(C(=O)Nc2ccccc2)CCCCC1,-1%,8%,1%,i,-10%,-2%,-5%,0%
CC(C)CCNC(=O)CN(C(=O)Cn1nnc(-c2ccc(F)cc2)n1)C1CCCC1,-8%,?,?,i,-11%,1%,3%,1%
C[C@H]1Cc2c(-c3ccccc3)nc3c(c2CO1)CN(C(=O)c1cccnc1)CC3,2%[11.2 µM],?,13%[13.5 µM],i[11.5 µM],3%[14.2 µM],6%[11.4 µM],4%[9.22 µM],-3%[11.2 µM]

# Following part:
SMILES,TRb SRC2 PPI,Lamin A splicing,ALDH1A1 inh,RECQ1 inh,GoLoco inh red,JMJD2E inh,SMN2 splice up,TR SRC2 fluor cs
Cc1ccc(N2C(=O)c3ccc(C(=O)Nc4cccnc4)cc3C2=O)c(C)c1,-6%,5%,-12%,-7%,3%,0%,-25%,-7%
Cc1cc(C)n(S(=O)(=O)c2cc(Cl)ccc2Cl)n1,-13%,12%,12%,-5%,-1%,-1%,-14%,-1%
NC(=O)c1cc([N+](=O)[O-])cc2c1C=Cc1ccccc1O2,-2%,14%[9.22 µM],0%,10%,-11%,-2%,-4%,-2%
CC(C)N(C)NC(=S)Nc1ccccc1,1%,2%,1%,-10%,-9%,8%,1%,0%
Cc1c(Cl)ccc2c1NC(=O)[C@]21[C@@H]2C(=O)N(Cc3ccccc3)C(=O)[C@@H]2[C@@H]2CCCN21,9%,-13%,2.8µM*,-7%,136%[activator],2%,-16%,-8%
C(=N\Nc1nc2ccccc2[nH]1)/c1cccc2nccnc12,-4%,nt,nt,-2%,3%,?,nt,-3%
CC(=O)c1c(C)nn(C(=O)c2cccs2)c1C,4%,8%,?,-3%,-9%,-3%,-5%,1%
Cc1nn2cc(-c3ccc(Cl)cc3)cnc2c1Br,-3%,11%[46 µM],8%,-2%,7%,-2%,3.5µM*,-1%
CCc1c(C)c(C#N)c2nc3ccccc3n2c1Nc1c(C)n(C)n(-c2ccccc2)c1=O,3%,11%,23%,?,1%,-5%,-20%,1%
CCN1CCN(C(=S)NC(=O)/C=C/c2cccs2)CC1,-4%,?,-1%,?,3%,6%,8%,1%
COc1ccc(C(C(=O)NC2CCCC2)N(C(=O)c2ccco2)c2ccc(OC)c(OC)c2)cc1 (stereo not given),3%,-2%,2%,-4%,1%,-4%,9%,-7%
C=C(C)C1CC=C(C)/C(=N/NC(=O)COc2cccc(C)c2)C1 (stereo not given),-16%,?,-5%,-3%,3%,0%,0%,0%
